# ROS inducer: cancer cell ROS induction; AID 624156; ROS induction (% of piperlongumine), % at 10 µM; hit rate 2% among 46,000; U2OS ROS induction, H2DCF-DA fluorescence; in the data active = ROS induction above about 79%, passing the limit was not always enough; inconclusive = no clear call, values can overlap the other calls;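 also: 0% = DMSO vehicle median and 100% = reference compound median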
# * = called active by the depositor; ? = inconclusive.
No. | smiles | ROS inducer
1 | C[C@H](CO)N1C[C@H](C)[C@H](CN(C)C(=O)Nc2ccccc2)Oc2ccc(NC(=O)Cc3ccccc3)cc2C1=O | -21
2 | Cc1c(NC(=O)C(C)(C)C)c(=O)n(-c2ccccc2)n1C | 10
3 | CCn1c(SCC(=O)N2CCc3ccccc32)nnc1-c1c[nH]c2ccccc12 | 14
4 | C[C@H](CO)N1C[C@H](C)[C@@H](CN(C)Cc2ccc(Oc3ccccc3)cc2)Oc2c(NC(=O)C3CCOCC3)cccc2C1=O | 62
5 | COc1ccc(S(=O)(=O)Nc2ccc3c(c2)C(=O)N([C@@H](C)CO)C[C@@H](C)[C@@H](CN(C)Cc2ccc(Oc4ccccc4)cc2)O3)cc1 | 22
6 | O=c1cc(-c2ccc(O)c(O)c2)c2c(O[C@@H]3O[C@H](CO)[C@@H](O)[C@H](O)[C@H]3O)cc(O)cc2o1 | -11
7 | C[C@@H]1CN([C@@H](C)CO)C(=O)c2cccc(NS(=O)(=O)c3cn(C)cn3)c2O[C@@H]1CN(C)CC1CC1 | -10
8 | O=C(CSc1nnc2ccc3ccccc3n12)NCC1CCCO1 (configuration not stated) | 10
9 | CC(C)NC(=O)N(C)C[C@@H]1Oc2ccc(NC(=O)Cn3cnnn3)cc2C(=O)N([C@@H](C)CO)C[C@H]1C | -16
10 | CN1Cc2cc3c(cc2CCC(=O)c2cc4c(cc2C1)OCO4)OCO3 | -10
11 | CC(=O)CCCCCCCc1[nH]c2ccccc2c(=O)c1O[C@@H]1O[C@H](CO)[C@@H](O)[C@H](O)[C@H]1O | -14
12 | O=C(CSc1ccccn1)Nc1ccccc1C(F)(F)F | -15
13 | Cc1ccc(-c2nnc3c4ccccc4c(C)nn23)cc1S(N)(=O)=O | 52
14 | Cc1ccccc1S(=O)c1ccccc1C(=O)O (configuration not stated) | -3
15 | C[C@H](CO)N1C[C@H](C)[C@@H](CN(C)Cc2ccc(C(=O)Nc3ccccc3N)cc2)Oc2c(NC(=O)c3ccncc3)cccc2C1=O | 13

# Among those listed so far, 2 contain an NH in an aromatic ring.
No. | smiles | ROS inducer
3 | CCn1c(SCC(=O)N2CCc3ccccc32)nnc1-c1c[nH]c2ccccc12 | 14
11 | CC(=O)CCCCCCCc1[nH]c2ccccc2c(=O)c1O[C@@H]1O[C@H](CO)[C@@H](O)[C@H](O)[C@H]1O | -14

# Carrying on:
No. | smiles | ROS inducer
16 | COc1ccc(-c2nc3cc(C)ccc3o2)cc1 | 73
17 | CC(C)NC(=O)Nc1ccc2c(c1)CC(=O)N([C@H](C)CO)C[C@H](C)[C@H](CN(C)S(=O)(=O)c1ccccc1)O2 | -5
18 | C[C@@H]1CN([C@H](C)CO)C(=O)c2cc(NS(=O)(=O)c3ccccc3)ccc2O[C@@H]1CN(C)S(=O)(=O)c1ccc(Cl)cc1 | -2
19 | C[C@@H]1CN([C@H](C)CO)C(=O)Cc2cc(NC(=O)C3CCCCC3)ccc2O[C@@H]1CN(C)Cc1ccc(C(F)(F)F)cc1 | 24
20 | C[C@@H]1CN([C@@H](C)CO)C(=O)c2cc(NC(=O)Nc3cccc4ccccc34)ccc2O[C@@H]1CN(C)Cc1ccc(C(=O)Nc2ccccc2N)cc1 | -2
21 | COc1ccc(S(=O)(=O)Nc2ccc3c(c2)C(=O)N([C@H](C)CO)C[C@H](C)[C@H](CN(C)S(=O)(=O)c2ccc(OC)cc2)OCCCC[C@@H](C)O3)cc1 | ?
22 | C=CCc1ccccc1OCC(O)Cn1c2ccccc2c2ccccc21 (configuration not stated) | -1
23 | CNC[C@H]1Oc2ccc(NC(=O)Nc3c(C)noc3C)cc2CC(=O)N([C@@H](C)CO)C[C@@H]1C | 22
24 | Cc1ccccc1NC(=O)c1ccc2nc(N3CCC(C)CC3)sc2c1 | 13
25 | CC1CCC(NC(=O)CCC(=O)Nc2nc(-c3cc4ccccc4oc3=O)cs2)CC1 (configuration not stated) | 35
26 | CCCc1cc(=O)n2[nH]c(NCc3ccccc3OC)nc2n1 | 4
27 | COc1ccc(NC(=O)Nc2ccc3c(c2)CC(=O)N([C@@H](C)CO)C[C@@H](C)[C@@H](CN(C)S(=O)(=O)c2ccccc2)O3)cc1 | 6
28 | C[C@H](CO)N1C[C@H](C)[C@H](CN(C)CC2CCCC2)OCc2cn(nn2)CCCC1=O | 8
29 | COc1ccc(C(=O)COc2cccc(NC(=O)c3ccccc3C)c2)cc1 | 9
30 | Cc1cc(C)c2c(=O)n(CC(=O)Nc3ccc(Cl)cc3)sc2n1 | -13

# From compound 24 up to 30, as listed above:
No. | smiles | ROS inducer
24 | Cc1ccccc1NC(=O)c1ccc2nc(N3CCC(C)CC3)sc2c1 | 13
25 | CC1CCC(NC(=O)CCC(=O)Nc2nc(-c3cc4ccccc4oc3=O)cs2)CC1 (configuration not stated) | 35
26 | CCCc1cc(=O)n2[nH]c(NCc3ccccc3OC)nc2n1 | 4
27 | COc1ccc(NC(=O)Nc2ccc3c(c2)CC(=O)N([C@@H](C)CO)C[C@@H](C)[C@@H](CN(C)S(=O)(=O)c2ccccc2)O3)cc1 | 6
28 | C[C@H](CO)N1C[C@H](C)[C@H](CN(C)CC2CCCC2)OCc2cn(nn2)CCCC1=O | 8
29 | COc1ccc(C(=O)COc2cccc(NC(=O)c3ccccc3C)c2)cc1 | 9
30 | Cc1cc(C)c2c(=O)n(CC(=O)Nc3ccc(Cl)cc3)sc2n1 | -13

# The listing picks up, repeating the 3 entries before the break.
No. | smiles | ROS inducer
28 | C[C@H](CO)N1C[C@H](C)[C@H](CN(C)CC2CCCC2)OCc2cn(nn2)CCCC1=O | 8
29 | COc1ccc(C(=O)COc2cccc(NC(=O)c3ccccc3C)c2)cc1 | 9
30 | Cc1cc(C)c2c(=O)n(CC(=O)Nc3ccc(Cl)cc3)sc2n1 | -13
31 | C[C@H](CO)N1C[C@H](C)[C@H](CN(C)C)Oc2ccc(NS(=O)(=O)c3cccs3)cc2C1=O | 11
32 | C[C@H]1CN([C@@H](C)CO)C(=O)CCCn2nncc2CO[C@H]1CN(C)C(=O)Nc1cccc(Oc2ccccn2)c1 | -1
33 | C=CCNC(=O)[C@@H]1[C@H]2C(=O)O[C@H](c3ccccc3)[C@H](c3ccccc3)N2[C@H](c2ccc(O)cc2)[C@@]12C(=O)Nc1ccc(C#Cc3ccc(OC)cc3)cc12 | -8
34 | COc1ccc(NC(=O)Nc2ccc3c(c2)C(=O)N([C@H](C)CO)C[C@H](C)[C@H](CN(C)C)O3)cc1 | ?
35 | CCOC(=O)CN1C(=O)/C(=C\c2ccc(OC)c(Br)c2)Sc2ccccc21 | 45
36 | O=c1c2c3c(sc2nc(SCc2nc(-c4cccs4)no2)n1-c1ccccc1)CCCC3 | 7
37 | C[C@H]1CN([C@@H](C)CO)C(=O)c2cc(NC(=O)CCC(F)(F)F)ccc2O[C@H]1CN(C)C(=O)Nc1ccccc1 | -1
38 | COc1ccc(NC(=O)Nc2ccc3c(c2)C(=O)N([C@@H](C)CO)C[C@@H](C)[C@H](CN(C)Cc2ccc4c(c2)OCO4)O3)cc1 | 17
39 | C[C@@H]1CN([C@H](C)CO)C(=O)c2cccc(NC(=O)c3nc4ccccc4s3)c2O[C@H]1CN(C)S(=O)(=O)c1ccccc1 | 12
40 | COc1ccc(S(=O)(=O)Nc2ccc3c(c2)C(=O)N([C@H](C)CO)C[C@H](C)[C@H](CN(C)S(=O)(=O)c2cccs2)OCCCC[C@@H](C)O3)cc1 | 58
41 | Cc1cccc(NC(=O)CCC2=NS(=O)(=O)c3cc(Br)cnc3N2)c1 | -4
42 | Cc1ccc(F)cc1NC(=O)CSc1nnc(-c2ccccc2Cl)o1 | -7
43 | C[C@@H]1CN([C@@H](C)CO)C(=O)c2cc(N(C)C)ccc2O[C@H]1CN(C)C | -7
44 | COc1ccc(CN(C)C[C@@H]2Oc3ccc(NS(=O)(=O)c4ccc(F)cc4)cc3C(=O)N([C@@H](C)CO)C[C@@H]2C)cc1 | -1
45 | C[C@@H]1CN([C@@H](C)CO)C(=O)Cc2cc(NC(=O)c3ccncc3)ccc2O[C@@H]1CN(C)S(=O)(=O)c1cn(C)cn1 | -12
46 | CC(=O)Oc1ccc(N(C(C)=O)S(=O)(=O)c2ccc(Cl)cc2)cc1 | 14
47 | C[C@@H]1CN([C@@H](C)CO)C(=O)c2cc(NS(=O)(=O)c3ccc(F)cc3)ccc2O[C@H]1CN(C)Cc1ccc(C(=O)Nc2ccccc2N)cc1 | 5
48 | COC(=O)CCCCCCC(=O)N/N=C/[C@H](O)[C@H](O)[C@@H](O)[C@H](C)O | -7
49 | CC(Sc1nc2ccccc2c(=O)[nH]1)C(=O)Nc1ccc(Cl)cc1 (configuration not stated) | 11
50 | Cn1cc(Cl)c(C(=O)N2CCc3ccccc3C2)n1 | -13
51 | NC(=Nc1ccc(Cl)c(Cl)c1)c1ccccc1 | -1
52 | C[C@@H]1CN([C@@H](C)CO)C(=O)Cc2cc(NC(=O)C3CC3)ccc2O[C@@H]1CN(C)C(=O)Nc1ccc(F)cc1 | 4
53 | Cc1ccc(N(CCCCN2C(=O)c3ccccc3C2=O)C(=O)c2cccc(Cl)c2)cc1 | 67
54 | C[C@@H]1CN([C@@H](C)CO)C(=O)c2cccc(NC(=O)CCCCCC(=O)Nc3ccccc3N)c2O[C@@H]1CN(C)C(=O)Nc1ccccc1 | 2
55 | COc1ccc(S(=O)(=O)Nc2ccc3c(c2)C(=O)N([C@@H](C)CO)C[C@H](C)[C@@H](CN(C)S(=O)(=O)c2ccc(OC)cc2)O3)cc1 | -17
56 | Cc1ccc(S(=O)(=O)N(C)C[C@H]2Oc3ccc(NC(=O)Nc4ccc(C(F)(F)F)cc4)cc3CC(=O)N([C@@H](C)CO)C[C@H]2C)cc1 | 36
57 | COc1ccc(-n2c(CCn3c4ccccc4c4ccccc43)n[nH]c2=S)cc1 | 1
58 | C[C@H](CO)N1C[C@H](C)[C@@H](CN(C)C(=O)Nc2ccc(C(F)(F)F)cc2)Oc2ccc(NC(=O)Nc3ccccc3)cc2C1=O | 2
59 | COc1ccc(CCNC(=O)[C@@H]2c3ccccc3C(=O)N(Cc3ccccc3OC)[C@H]2c2ccc(CO)cc2)cc1 | 9
60 | Cc1ccc(S(=O)(=O)N(C)CC(=O)Nc2ccc(C#N)cc2)cc1 | -4
61 | COc1ccccc1C(=O)N1CCN(c2ccc([N+](=O)[O-])c(NCc3ccco3)c2)CC1 | 55
62 | O=C(O)c1cc(NC(=O)C2CCCO2)cc(NC(=O)C2CCCO2)c1 (configuration not stated) | -5
63 | C[C@@H]1CN([C@H](C)CO)C(=O)c2cc(NS(=O)(=O)c3ccc(Cl)cc3)ccc2O[C@H]1CN(C)C | -9
64 | CCOC(=O)c1cnc2c(C)cc(C)cc2c1Nc1ccc2c(c1)OCCO2 | 1
65 | COc1cccc(OCCSc2nc(N)cc(N)n2)c1 | -3
66 | CCSc1nccc(-c2ccc3c(c2)CCC(C)(C)O3)n1 | 11
67 | CC(=O)c1cccc(NC(=O)CSc2nnc3c(n2)[nH]c2ccccc23)c1 | 64
68 | COc1ccc(S(=O)(=O)Nc2cccc3c2O[C@@H](CN(C)C(=O)Nc2cccc4ccccc24)[C@@H](C)CN([C@@H](C)CO)C3=O)cc1 | 3
69 | COc1ccc(S(=O)(=O)N(CC(N)=O)C2CCCCC2)cc1Cl | -15
70 | Cc1ccc(-c2cnc(-c3ccc(Br)cc3)o2)cc1 | 5
71 | C[C@H](CO)N1C[C@H](C)[C@H](CN(C)CC2CC2)Oc2ccc(NS(C)(=O)=O)cc2CC1=O | -6
72 | COc1ccc(NC(=O)COc2cc(C)ccc2C)cc1NC(=O)c1ccco1 | 13
73 | C[C@@H]1CN([C@H](C)CO)C(=O)c2cccc(NC(=O)Nc3ccc(F)cc3)c2O[C@H]1CN(C)CC1CCCCC1 | 2
74 | Cc1noc(C)c1NC(=O)N(C)C[C@@H]1Oc2ccc(NS(=O)(=O)c3ccc(F)cc3)cc2CC(=O)N([C@H](C)CO)C[C@H]1C | -7
75 | C[C@H]1CN([C@@H](C)CO)C(=O)c2cccc(NC(=O)Nc3ccc(F)cc3)c2O[C@@H]1CN(C)S(=O)(=O)c1cccs1 | 17
76 | COc1ccc(NC(=O)N(C)C[C@@H]2Oc3ccc(NS(=O)(=O)c4ccc(F)cc4)cc3CC(=O)N([C@@H](C)CO)C[C@@H]2C)cc1 | -12
77 | COc1ccc(NC(=O)Nc2ccc3c(c2)C(=O)N([C@@H](C)CO)C[C@@H](C)[C@@H](CN(C)S(=O)(=O)c2ccc(Cl)cc2)O3)cc1 | -9
78 | C[C@H](CO)N1C[C@H](C)[C@H](CN(C)Cc2ccc(Oc3ccccc3)cc2)Oc2ccc(NC(=O)Nc3ccc4c(c3)OCO4)cc2CC1=O | 5
79 | Cc1cc(C(=O)Nc2cccc3c2O[C@H](CN(C)S(=O)(=O)c2cn(C)cn2)[C@@H](C)CN([C@@H](C)CO)C3=O)n(C)n1 | -5
80 | COc1ccccc1N(CC(=O)N(C)C)S(=O)(=O)c1ccc(C)cc1 | -2
81 | C[C@@H]1CN([C@H](C)CO)C(=O)c2cccc(NC(=O)NC3CCCCC3)c2O[C@@H]1CN(C)S(C)(=O)=O | -9
82 | C[C@@H]1CN([C@@H](C)CO)C(=O)c2cc(NS(=O)(=O)c3cn(C)cn3)ccc2O[C@@H]1CN(C)Cc1ccc(-c2ccccc2)cc1 | ?
83 | C[C@H]1CN([C@@H](C)CO)C(=O)c2cccc(NC(=O)C3CC3)c2O[C@H]1CN(C)Cc1ccc(C(=O)O)cc1 | 1
84 | C[C@@H]1CN([C@@H](C)CO)C(=O)c2cccc(NC(=O)c3ccncc3)c2O[C@H]1CN(C)Cc1ccc(Cl)c(Cl)c1 | 10
85 | Cc1ccc(C)c(NC(=O)CC2C(=O)N(c3ccccc3)C(=S)N2Cc2ccco2)c1 (configuration not stated) | -4
86 | CN1Cc2c(N)cccc2C(c2ccccc2)C1 (configuration not stated) | -7
87 | C[C@@H]1CN([C@@H](C)CO)C(=O)c2cccc(NS(=O)(=O)c3ccccc3)c2O[C@@H]1CN(C)S(=O)(=O)c1cn(C)cn1 | -2
88 | C[C@@H]1CN([C@H](C)CO)C(=O)Cc2cc(NC(=O)CCN3CCOCC3)ccc2O[C@H]1CN(C)C(=O)NC1CCCCC1 | 5
89 | Cc1cc(C(=O)Nc2cccc3c2O[C@@H](CN(C)C(=O)Nc2c(C)noc2C)[C@@H](C)CN([C@H](C)CO)C3=O)n(C)n1 | 16

# Not all compounds are listed; count on the stated rates, not on these rows.
